# LDHA block: qHTS assay for inhibitors of human lactate dehydrogenase; L-lactate dehydrogenase A chain (Homo sapiens), P00338; purified LDHA, NADH/diaphorase-resazurin fluorescence; active compounds read low; activity change, % (values are at about 110 or 230 µM); actives 0.15% (n = 480,000); AID 1347041, 2019; in the data active = activity change below about -30%;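 also: plate controls were DMSO wells for no effect and wells without enzyme for full effect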
#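 Human LDH5 (2 nM) was incubated with 0.06 mM NADH and 0.2 mM pyruvate for 5 min at room temperature in Tris pH 7.4. Remaining NADH was coupled through diaphorase/resazurin, and resorufin fluorescence was read at 0 and 20 min.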
# RXFP1 ag: qHTS Assay for Agonists of the Relaxin Receptor RXFP1; AID 2676, 2010; Relaxin receptor 1 (Homo sapiens), Q9HBX9; HEK293T-RXFP1 cAMP TR-FRET, 30 min; response scale: percent of porcine relaxin response, buffer zero; actives 0.3% (n = 370,000); Potency, µM (top dose mostly 57.5 µM), without a hit: at the highest dose activation, actives largely listed as activators; also: potency is read from the fitted curve at half-maximal effect; % is scaled to controls: 0 for no effect and ±100 for the full control effect; nearly all actives have a fitted effect of over 60% in size; many of its hits are not listed in these tables
# Target sequence (Q9HBX9 whole entry, looked up): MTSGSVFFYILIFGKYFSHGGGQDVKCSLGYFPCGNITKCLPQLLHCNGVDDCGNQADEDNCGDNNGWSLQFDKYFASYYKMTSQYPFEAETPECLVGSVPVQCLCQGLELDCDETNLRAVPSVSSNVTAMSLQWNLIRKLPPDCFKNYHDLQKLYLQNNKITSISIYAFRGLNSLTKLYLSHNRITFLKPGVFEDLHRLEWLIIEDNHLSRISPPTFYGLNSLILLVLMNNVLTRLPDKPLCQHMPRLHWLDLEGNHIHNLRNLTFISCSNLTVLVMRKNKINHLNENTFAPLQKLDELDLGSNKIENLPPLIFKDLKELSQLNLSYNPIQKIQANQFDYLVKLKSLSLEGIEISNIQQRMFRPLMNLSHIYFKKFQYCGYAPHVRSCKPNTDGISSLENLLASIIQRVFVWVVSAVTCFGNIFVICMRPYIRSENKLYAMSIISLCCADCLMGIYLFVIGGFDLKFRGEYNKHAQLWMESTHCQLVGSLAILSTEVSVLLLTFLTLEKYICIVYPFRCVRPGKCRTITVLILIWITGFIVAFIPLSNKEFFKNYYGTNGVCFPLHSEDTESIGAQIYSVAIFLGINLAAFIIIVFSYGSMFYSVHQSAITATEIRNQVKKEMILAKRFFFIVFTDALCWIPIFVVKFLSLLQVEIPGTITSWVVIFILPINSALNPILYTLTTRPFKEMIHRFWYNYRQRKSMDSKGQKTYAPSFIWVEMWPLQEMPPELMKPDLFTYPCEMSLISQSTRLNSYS
#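 HEK293 cells stably expressing RXFP1, treated 30 min at 37C with compounds plus PDE4 inhibitor Ro 20174; cAMP measured by HTRF TR-FRET. Normalized to buffer and 29 nM porcine relaxin; EC50 by Hill fit.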
# Glioma ERSR ind: qHTS for Inducers of the Endoplasmic Reticulum Stress Response (ERSR) in Human Glioma: qHTS; U87-MG GRP78 promoter luciferase reporter, 16 h; Potency, µM, for the others: top-dose activation, actives largely listed as activators; actives 0.02% (n = 420,000); also: potency is read from the fitted curve at half-maximal effect; series mostly up to about 76 µM; % of control where 0% means no effect; nearly all actives have a fitted effect of over 35% in size
#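 Stably transfected U87-MG glioma cells carrying a GRP78-based luciferase sensor; 16 h compound incubation. Luminescence end-point read 10 min after Bright-Glo addition at room temperature.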
# D2 potentiator: HTS Assay for Positive Allosteric Modulators of the Human D2 Dopamine Receptor: Primary Screen for Potentiators; D(2) dopamine receptor (Homo sapiens), P14416; HEK293 T-REx D2, calcium flux, EC20 dopamine potentiation; potentiation, % at 10 µM; actives 0.34% (n = 340,000); AID 485347, 2010;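 active = potentiation over 3 SD above the plate norm, cut at about 30% in these data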; also: 0% is about no effect
#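 Tetracycline-induced HEK293 T-REx cells force-coupled to calcium signalling expressed D2; compounds were pin-added after a 10 s baseline, read kinetically 180 s, then an EC20 dopamine challenge followed with a further 180 s calcium read.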
# D1 potentiator: Potentiators of Human D1 Dopamine Receptor: qHTS; HEK293 TREx D1 cells, calcium flux, dopamine EC20 potentiation; potentiation, % at 10 µM; actives 0.036% (n = 360,000); AID 504651, 2011; in the data active = potentiation above about 30%; also: 0% is about no effect
# D1 agonist: Allosteric Agonists of the Human D1 Dopamine Receptor: qHTS; D(1A) dopamine receptor (Homo sapiens), P21728; actives 1% (n = 360,000); activation, % at 2 µM; HEK293 T-REx D1 cells, calcium flux, agonist mode; AID 504660, 2011; in the data active = activation above about 30%; also: 0% is about no effect
#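 Agonism was scored from calcium flux recorded over 180 s (1 read/s) after pintool compound addition, following a 10-cycle baseline. Cells were inducible force-coupled HEK293 TREx D1, plated overnight at 30 C and loaded with no-wash calcium dye.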
# D1 antagonist: Antagonist of Human D 1 Dopamine Receptor: qHTS; D(1A) dopamine receptor (Homo sapiens), P21728; HEK293 TREx D1 cells, calcium flux, dopamine EC80; active compounds read low; activity change, negative = inhibition, % at 10 µM; actives 3.2% (n = 360,000); AID 504652, 2011; in the data active = activity change below about -30%; also: % is scaled to controls: 0 for no effect and ±100 for the full control effect
#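 Tetracycline-induced HEK293 T-REx cells with force-coupled D1 receptor were loaded with a no-wash calcium dye. Compound was added after a 10 s baseline and read kinetically for 180 s; EC80 dopamine was then added and calcium flux followed another 180 s.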
# Vif-A3G inh: qHTS for Inhibitors of Vif-A3G Interactions: qHTS. DNA dC->dU-editing enzyme APOBEC-3G (Homo sapiens), Q9HC16. HeLa A3G-eYFP + Vif (tagged APOBEC3G with the HIV-1 protein that degrades it), YFP fluorescence, overnight. Potency, µM (top dose mostly 46.1 µM), without a hit: at the top dose activity, negative = active, usual class: inhibitors. actives 0.076% (n = 410,000). AID 602310, 2012;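 also: potency is read from the fitted curve at half-maximal effect; % is scaled to controls: 0 for no effect and ±100 for the full control effect; nearly all actives have a fitted effect of over 60% in size; hits raise eYFP signal because A3G escapes Vif-driven loss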
# Target sequence (Q9HC16 whole entry, looked up): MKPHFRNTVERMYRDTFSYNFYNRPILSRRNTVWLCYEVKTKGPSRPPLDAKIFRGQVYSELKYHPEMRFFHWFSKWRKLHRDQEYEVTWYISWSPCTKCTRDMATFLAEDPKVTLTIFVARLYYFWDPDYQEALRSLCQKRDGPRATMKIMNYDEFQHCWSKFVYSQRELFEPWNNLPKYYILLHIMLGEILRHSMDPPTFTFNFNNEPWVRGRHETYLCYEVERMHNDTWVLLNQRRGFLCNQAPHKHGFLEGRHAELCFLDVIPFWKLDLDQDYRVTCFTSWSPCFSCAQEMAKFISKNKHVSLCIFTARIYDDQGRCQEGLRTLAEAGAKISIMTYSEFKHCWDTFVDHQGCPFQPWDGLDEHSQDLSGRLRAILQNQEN
#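 HeLa cells stably expressing Vif and C-terminally eYFP-tagged A3G, seeded overnight at 37 deg C, then exposed to compound by pintool overnight at 37 deg C. Rise in yellow fluorescence (Ex 488/Em 500-530, Acumen) marks blocked Vif-driven A3G degradation.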
# Vif-APOBEC3F blk: qHTS for Inhibitors of Vif-A3F Interactions: qHTS. HeLa A3F-eYFP + Vif (tagged APOBEC3F with the HIV-1 protein that degrades it), YFP fluorescence increase. Potency, µM (top dose mostly 46.1 µM), inactives show top-dose activity, negative = active. actives 0.2% (n = 390,000). AID 602313, 2012; also: potency is read from the fitted curve at half-maximal effect; % of control where 0% means no effect; nearly all actives have a fitted effect of over 65% in size
#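 Fluorescence increase (Ex 488/Em 500-530) after overnight compound treatment at 37 deg C flags inhibition of Vif-driven A3F-eYFP loss in stable HeLa A3F-eYFP/Vif cells seeded overnight beforehand.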
# Active calls of the source: *; / = no result given; & = joins results of further samples; [ ] = remark or other dose. Unless noted, calls follow the shape of the dose curve; as a rule, active = well fitted curve in the direction sought with a large enough effect; inconclusive = small, poorly fitted or top-dose-only effect, or another doubt; inactive = no such curve, though single readings can be large; an effect the other way counts as inactive or inconclusive. This is a subset; rates above refer to the full screens.
SMILES,LDHA block,RXFP1 ag,Glioma ERSR ind,D2 potentiator,D1 potentiator,D1 agonist,D1 antagonist,Vif-A3G inh,Vif-APOBEC3F blk
O=c1c2ccccc2cnn1Cc1cccc(Br)c1,-3,0.2%,-2%,12,0,2,-5,-1%,-9%
COc1cccc(CNc2ncnc3onc(-c4ccc(F)cc4)c23)c1,-8,-3.5%,-2%,2,1,9,-2,-4%,-1%
Cc1ccc(C(=O)NNC(=O)c2ccc3ccccc3c2O)cc1,1,-3.7%,4%,3,-5,-1,1,-4%,-3%
CCc1c(C)c(C#N)c2nc3ccccc3n2c1Nc1c(C)n(C)n(-c2ccccc2)c1=O,10,0.2%,-4%,-7,-4,13,-8,-1%,-8%
O=C1C(=O)N(C2CCN(C(=O)c3ccc(Cl)cc3)CC2)CCN1Cc1ccc(F)cc1,-6,0.4%,2%,3,-3,2,-4,-2%,-2%
CCn1c(Cc2c(C)[nH]c3ccccc23)n[nH]c1=S,0,-0.1%,-1%,/,5,2,6,4%,-5%
COc1ccc(NC(=O)c2cc3c(=O)n(C)c4ccccc4c3s2)cc1OC,-7,-0.4%,-3%,26,7,1,-2,1%,1%
CC(C)N(CCCNC(=O)Cn1c(=O)c2cccn2c2ccccc21)Cc1ccccc1,1,-0.2%,-3%,1,0,0,4,0%,1%
CC(=O)N1CCc2cc(NC(=O)c3ccc(C)cc3)ccc21,1,-1.7%,-5%,-5,2,0,-13,-2%,0%
CC(=O)C1=C(O)C(=O)N(c2ccc(S(=O)(=O)Nc3nccs3)cc2)C1c1ccc(F)cc1 (stereo not drawn),-8,14%,-4%,6,1,2,13,2%,-24%
O=S(=O)(Nc1ccccc1F)c1ccc(Cl)nc1,1,-0.8%,-5%,0,-4,3,17,-13%,0%
O=C(N/N=C/c1cc(Br)c(O)c(Br)c1)c1cccnc1,-11,2.2%,-1%,-3,-1,1,-3,0%,-11%
O=C(NCCc1ccc(Cl)cc1)c1ccc2nc(CCc3ccccc3)oc2c1,3,0.1%,1%,5,-3,9,-1,2%,4%
COC(=O)C1=C(C)N(C)C(=O)NC1c1cc(Cl)cc(Cl)c1OC (stereo not drawn),-7,0.8%,0%,17,-3,6,-29,0%,-9%
COc1ccccc1CNC(=O)COC(=O)c1cccc(-n2cnnn2)c1,-1,1.6%,-2%,-13,-2,0,-21,6%,-15%
COc1ccc(NC(=O)c2cc3c(s2)-c2c(C)cccc2OC3)c(OC)c1,2,-0.4%,-4%,-19,-5,0,11,2%,-1%
CC(C)n1c(SCC(=O)Nc2nc3c(s2)CCCC3)nc2c1c(=O)n(C)c(=O)n2C,3,0.8%,0%,1,2,-1,18,0%,6%
CC1(C)CC(=O)c2cc(OCC(=O)N3CCOCC3)ccc2O1,-8,-0.9%,-1%,16,-1,-2,14,1%,5%
COCCNC(=O)c1ccc(-n2c(SCc3ccncc3)nc3ccccc3c2=O)cc1,-6,0.4%,1%,4,-6,-1,-1,0%,3%
OC(COCC1COc2ccccc2O1)CN1CCCCC1 (stereo not drawn),-7,-2.1%,-3%,-3,4,1,-1,-8%,2%
CC(OC(=O)Nc1ccccc1)C(=O)OC1CCCCC1 (stereo not drawn),-6,/,3%,/,/,/,/,-1%,-8%
Cc1ccccc1-n1nnnc1SC(C)C(=O)NC1CCCc2ccccc21 (stereo not drawn),-3,0.9%,-1%,-11,-8,4,1,0%,0%
O=C(O)Cc1sc(Nc2cccc3ccccc23)nc1-c1ccccc1,3,-0.6%,2%,7,-1,3,-11,-29%,-6%
O=C(O)c1ccccc1-c1ccccc1C(=O)Nc1ccccc1,-4,2.4%,-3%,3,-12,3,5,-4%,-15%
Cc1cc(N2CCOCC2)cc(C)[n+]1[O-],-10,-0.7%,-2%,-2,2,2,-23,1%,-4%
CN1CCc2c(sc3nc(SCC(=O)N4CCOCC4)nc(N)c23)C1,5,17%,-6%,15,-3,5,-1,1%,-10%
CC(=O)NS(=O)(=O)c1cccnc1Nc1cccc(Cl)c1C,-7,1.0%,-3%,-1,-2,1,-33*,7%,-7%
CCN(c1ccccc1)S(=O)(=O)c1ccc(C(=O)Nc2cccc(NC(C)=O)c2)cc1,-2,/,0%,/,/,/,/,0%,0%
Cc1csc(NC(=O)C2CCN(S(=O)(=O)c3ccc4c(c3)oc(=O)n4C)CC2)n1,-1,0.1%,-3%,-8,-3,1,-1,2%,-1%
CC1=NNC(=O)C1CC(=O)N/N=C/c1cccs1 (stereo not drawn),-1,2.4%,-3%,18,4,1,4,1%,8%
CC(=O)c1cc(CN2CCCCC2)cc(OC(C)C)c1,0,1.8%,-4%,10,-7,3,-45*,-9%,-8%
CC(=O)c1c(C)[nH]c(C(=O)COC(=O)c2ccc(C)s2)c1C,-6,/,1%,/,/,/,/,5%,-8%
COc1ccc([C@]23Cc4cc(OC)c(OC)cc4C(O2)c2c(cc(C)n(Cc4ccccc4)c2=O)O3)cc1,/,2.6%[11.5 µM],/,/,0,2,0,/,/
O=C(NCCc1ccccc1)C1CCC(CNS(=O)(=O)c2cccs2)CC1 (stereo not drawn),-5,-0.8%,-3%,-3,-8,4,-16,3%,-16%
COc1cccc(C(C(=O)NC(C)(C)C)N(CC(C)C)C(=O)CCC(=O)Nc2cc(C)on2)c1OC (stereo not drawn),-3,0.0%,-2%,9,2,-1,31,1%,-11%
COc1ccc(C(c2nnnn2Cc2cccs2)N2CCN(c3ccccc3F)CC2)cc1OC (stereo not drawn),1,0.0%,-6%,1,0,0,-15,0%,-1%
CC1CN(C(=O)N2CCC(C(=O)NCc3ccccc3F)CC2)c2cc(Cl)ccc2O1 (stereo not drawn),6,1.4%,-3%,7,2,12,44,1%,11%
O=S(=O)(c1ccccc1)c1nc(-c2ccco2)oc1NCCN1CCOCC1,0&-2,1.0%,-3%,7,-6,0,4,-5%,-14%
CCN1CCN(c2ccc(S(=O)(=O)N3CCOCC3)cc2NC(=O)COc2ccc(F)cc2Cl)CC1,-4,-0.9%,14%,1,-8,4,7,-9%,2%
CN(C)c1ccc2c3c(cccc13)C(=O)N(c1ccccc1)C2=O,/,1.8%,/,-6,1,22,-6,/,/

# Rewritten tab-delimited: entries from further up.
SMILES	LDHA block	RXFP1 ag	Glioma ERSR ind	D2 potentiator	D1 potentiator	D1 agonist	D1 antagonist	Vif-A3G inh	Vif-APOBEC3F blk
COc1ccc(C(c2nnnn2Cc2cccs2)N2CCN(c3ccccc3F)CC2)cc1OC (stereo not drawn)	1	0.0%	-6%	1	0	0	-15	0%	-1%
CC1CN(C(=O)N2CCC(C(=O)NCc3ccccc3F)CC2)c2cc(Cl)ccc2O1 (stereo not drawn)	6	1.4%	-3%	7	2	12	44	1%	11%
O=S(=O)(c1ccccc1)c1nc(-c2ccco2)oc1NCCN1CCOCC1	0&-2	1.0%	-3%	7	-6	0	4	-5%	-14%
CCN1CCN(c2ccc(S(=O)(=O)N3CCOCC3)cc2NC(=O)COc2ccc(F)cc2Cl)CC1	-4	-0.9%	14%	1	-8	4	7	-9%	2%
CN(C)c1ccc2c3c(cccc13)C(=O)N(c1ccccc1)C2=O	/	1.8%	/	-6	1	22	-6	/	/

# Going on with the list.
SMILES,LDHA block,RXFP1 ag,Glioma ERSR ind,D2 potentiator,D1 potentiator,D1 agonist,D1 antagonist,Vif-A3G inh,Vif-APOBEC3F blk
COc1cccc(C(c2sc3nc(-c4ccco4)nn3c2O)N2CCC(O)CC2)c1 (stereo not drawn),3,1.2%,-3%,3,-2,3,/,-3%,2%
COc1cc(NC(=O)N(Cc2ccco2)C2CCN(C(C)=O)CC2)cc(OC)c1OC,7,1.8%,-1%,11,-4,2,-3,4%,-7%
O=C(CCc1nc2cccnc2n1Cc1ccccc1)N1CCOCC1,-8,4.4%,-3%,3,8,3,-1,0%,4%
CC1=C(C(=O)Nc2ccc(C)cc2C)C(c2cccc(Cl)c2)n2nc(C(=O)OC(C)C)nc2N1 (stereo not drawn),0,2.0%,-2%,4,-7,2,-5,-3%,5%
S=C(NCCc1ccccc1)N1CCOCC1,-1,-1.6%,-3%,-4,-2,0,-14,3%,15%
CCN(CC)S(=O)(=O)c1ccc(C)c(NC(=S)Nc2cccc(S(=O)(=O)N3CCCCCC3)c2)c1,-1,1.6%,-4%,1,-3,3,2,2%,-7%
COc1ccc(Cn2nnnc2C(c2ccc(N(C)C)cc2)N2CCC(C(N)=O)CC2)cc1 (stereo not drawn),-6,-0.4%,-7%,0,-4,0,-3,0%,3%
CC1=C(C(=O)OCC(C)C)C(c2cc3c(cc2Br)OCO3)NC(=O)N1C (stereo not drawn),-1,-0.4%,-14%,7,1,5,4,-10%,4%
COc1ccc(CN2CCN(Cc3ccco3)CC2)c(OC)c1,-21,2.5%,-4%,8,-8,1,9,0%,12%
COc1ccc(C2=NN(C(=O)c3ccc(Cl)c([N+](=O)[O-])c3)C(c3ccccc3)C2)cc1 (stereo not drawn),-3,2.1%,5%,2,-5,3,-10,-9%,0%
CN1/C(=C\C(=S)NC(=O)c2cccc(Br)c2)C(C)(C)c2ccccc21,-10,1.6%,0%,0,-6,3,-69*,0%,-8%
O=C(NCCc1ccccc1)c1ccc(-c2ccc(F)cc2)o1,-6,2.9%,7%,-9,-7,3,-1,-5%,-1%
CC(C(=O)N1c2ccccc2Sc2ccccc21)n1nnc(-c2cccs2)n1 (stereo not drawn),-2,0.5%,-3%,-5,-1,11,6,0%,-6%
COc1cc(C(=O)N2CCN(CC(O)COc3ccccc3)CC2)cc(OC)c1OC (stereo not drawn),5,/,-2%,/,/,/,/,3%,1%

# Screens from PubChem.
